SENP7 inh: blocks the human protease SENP7; Q9BQF6; recombinant SENP7, Z-RLRGG-aminoluciferin luminescence, 40 min; inhibition, % at 5 µM; hit rate 1.5% among 330,000; AID 434973;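 active means inhibition above about 50% at the single test dose, limit read from the data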;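 further: plate controls were DMSO with enzyme for no effect and no enzyme buffer wells for full effect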
Apaf1 inhib: human Apaf-1 inhibition; O14727; reconstituted apoptosome caspase-3 activity, DEVD-Rh110 fluorescence; inhibition, % at 20 µM; hit rate 0.71% among 330,000; AID 489030; active means inhibition of at least 40% at 20 µM;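 further: plate controls were DMSO wells for no effect and DEVD-CHO caspase inhibitor wells for full effect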
Target sequence (O14727 whole entry, looked up): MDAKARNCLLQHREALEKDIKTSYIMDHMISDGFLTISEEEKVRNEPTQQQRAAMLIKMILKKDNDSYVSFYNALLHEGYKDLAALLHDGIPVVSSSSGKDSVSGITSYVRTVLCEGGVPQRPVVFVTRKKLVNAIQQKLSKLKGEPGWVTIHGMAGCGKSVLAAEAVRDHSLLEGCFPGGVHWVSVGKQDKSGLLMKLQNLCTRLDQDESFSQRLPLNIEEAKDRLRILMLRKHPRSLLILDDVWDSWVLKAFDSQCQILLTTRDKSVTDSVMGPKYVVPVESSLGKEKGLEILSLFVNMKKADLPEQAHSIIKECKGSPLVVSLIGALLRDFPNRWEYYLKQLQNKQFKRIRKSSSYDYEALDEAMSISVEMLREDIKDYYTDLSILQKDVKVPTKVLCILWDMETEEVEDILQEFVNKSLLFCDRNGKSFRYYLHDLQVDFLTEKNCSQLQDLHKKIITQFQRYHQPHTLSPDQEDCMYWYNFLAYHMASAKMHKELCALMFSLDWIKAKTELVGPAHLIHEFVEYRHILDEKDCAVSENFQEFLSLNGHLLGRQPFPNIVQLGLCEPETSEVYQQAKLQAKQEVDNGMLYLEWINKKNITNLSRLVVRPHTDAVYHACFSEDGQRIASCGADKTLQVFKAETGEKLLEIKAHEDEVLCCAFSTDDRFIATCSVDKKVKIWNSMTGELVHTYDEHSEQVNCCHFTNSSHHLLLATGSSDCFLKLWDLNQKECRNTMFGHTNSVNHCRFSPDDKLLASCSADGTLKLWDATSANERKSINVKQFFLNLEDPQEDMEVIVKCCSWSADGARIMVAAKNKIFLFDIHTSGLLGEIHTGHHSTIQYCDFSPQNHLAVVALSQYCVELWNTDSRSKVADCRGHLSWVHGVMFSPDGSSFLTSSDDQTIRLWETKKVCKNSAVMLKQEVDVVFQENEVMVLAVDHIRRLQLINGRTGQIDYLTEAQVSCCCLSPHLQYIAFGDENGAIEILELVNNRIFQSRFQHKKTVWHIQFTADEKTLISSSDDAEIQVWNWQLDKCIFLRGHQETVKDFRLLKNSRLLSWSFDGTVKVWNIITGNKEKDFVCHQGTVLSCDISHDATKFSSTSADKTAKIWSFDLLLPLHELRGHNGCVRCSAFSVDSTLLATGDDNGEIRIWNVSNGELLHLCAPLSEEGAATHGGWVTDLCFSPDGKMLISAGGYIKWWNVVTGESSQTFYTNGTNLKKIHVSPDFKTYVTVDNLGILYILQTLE
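Material: reconstituted apoptosome with Apaf-1, cytochrome c, caspase-9, procaspase-3, dATP / Buffer or medium: pH 7.5 Hepes buffer with CHAPS, BSA, DTT / Also added: cytochrome c with DEVD-Rh110 / Schedule: compound with Apaf-1, dATP, procaspase-3 30 min, then 50 min reaction, room temperature / Technique: rhodamine 110 fluorescence at Ex 480/Em 540 nm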
SENP6 inh: SENP6 protease inhibition; Q9GZR1; Recombinant SENP6 catalytic domain, aminoluciferin luminescence; inhibition, % at 10 µM; hit rate 1.8% among 330,000;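 active means inhibition above about 50% at the single tested dose, limit read from the data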;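 further: plate controls were DMSO wells with enzyme for no effect and DMSO wells lacking enzyme for full effect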
NALP3 yeast inh: inhibitors of NALP3 inflammasome in yeast; hit rate 0.39% among 330,000; inhibition, % at 10 µM; Yeast reconstituted NLRP3/ASC/caspase-1, beta-gal luminescence, 24 h; AID 2825;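 active means inhibition of 50% or more; inactive means inhibition below 50%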;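 further: plate controls were induced DMSO wells for no effect and uninduced yeast grown without galactose for full effect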
SENP8 block-1: SENP8 (human) protease inhibition | Q96LD8 | recombinant SENP8, Nedd8 substrate fluorescence | inhibition, % at 20 µM | hit rate 0.64% among 360,000 | AID 602440; in the data active means inhibition mostly above about 40%, no sharp cut-off; inactive means mostly below about 27%
HKDC1 inhibitor: blocks human hexokinase HKDC1 activity | hit rate 0.16% among 340,000 | Q2TB90 | inhibition, % at 20 µM | recombinant HKDC1, G6PDH/diaphorase resazurin coupled fluorescence;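 active means inhibition above about 35% when tested at 20 µM, limit read from the data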;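 further: plate controls were DMSO wells with enzyme for no effect and DMSO wells lacking enzyme for full effect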
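Material: recombinant HKDC1 hexokinase; Amount: HKDC1 at 5 µg/mL; Medium: Tris pH 8.0 buffer with MgCl2, Tween-20, BSA, BME; Schedule: 90 min reaction incubation at room temperature, dark; Technique: coupled resazurin fluorescence, excitation 525 nm, emission 613 nm.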
PfG6PD inh: PfG6PD (Plasmodium falciparum) enzyme inhibition; PfGluPho enzyme, NADPH resazurin-diaphorase fluorescence; inhibition, % at 20 µM; hit rate 0.78% among 350,000; AID 504690;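 active means inhibition reaching at least a set limit at 20 µM in the primary screen, cut at about 59% in these data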;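 further: 0% = DMSO wells with substrate and 100% = DMSO wells lacking glucose-6-phosphate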
SENP1 FRET inh: blocks the human SENP1 SUMO protease catalytic domain. Q9P0U3. recombinant SENP1 catalytic domain, CyPet-SUMO1-YPet FRET cleavage. inhibition, % at 10 µM. hit rate 0.21% among 360,000;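 active means inhibition at least 30% at 10 µM, raw YFP signal under a set limit, fluorescence ratio 0.5 to 1.5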;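 further: 0% = enzyme with DMSO and 100% = no enzyme wells; some results filed as inactive read as strong as hits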
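Controls: no-enzyme wells low, DMSO-plus-enzyme wells high control. Test system: human recombinant His6-tagged SENP1 catalytic domain enzyme. Reagent: SFCypet-SUMO1-SFYpet FRET protein substrate, 25 nM final. Doses: one dose per compound, 10 µM, 0.5% DMSO. Detection: FRET, CFP and YFP emission. Timing: 50 min reaction at room temperature.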
SENP8 block-2: inhibitors of human SENP8 protease. Q96LD8. purified SENP8, Z-RLRGG-aminoluciferin cleavage, luminescence. inhibition, % at 10 µM. hit rate 1.2% among 330,000. AID 2540; in the data active means inhibition above about 50%
Active calls of the source: *; i = inactive; x = not tested or not shown.

SMILES | SENP7 inh | Apaf1 inhib | SENP6 inh | NALP3 yeast inh | SENP8 block-1 | HKDC1 inhibitor | PfG6PD inh | SENP1 FRET inh | SENP8 block-2
O=C(N/N=C/c1cc(Br)ccc1O)C(c1ccncc1)N1CCOCC1 (stereo not given) | 9 | 3 | -13 | 19 | -137 | -27 | -30 | -25 | -6
CC(=O)N1CCN(S(=O)(=O)c2cccc(C(=O)NNC(=O)COc3ccc(Cl)cc3C)c2)CC1 | -3 | -1 | 2 | 18 | 14 | 0 | -16 | 2 | 2
CCNC(=O)COC(=O)c1cc(=O)[nH]c2ccccc12 | 0 | -14 | 6 | 10 | -158 | -5 | -6 | 2 | 1
Cc1c(C(=O)OCC(=O)Nc2ccc(C(N)=O)cc2)cccc1[N+](=O)[O-] | 17 | -11 | -11 | 10 | 15 | 0 | -4 | 4 | -6
O=C(NNC(=S)Nc1ccc(Br)cc1)c1cccnc1 | 4 | -1 | -10 | 53* | 12 | -5 | -17 | 1 | 0
Nc1nc2ccc(Br)cc2o1 | x | x | x | x | 10 | -4 | 11 | -1 | x
C(=Nc1ccc(Nc2ccccc2)cc1)c1ccc2ccccc2c1 | x | x | x | x | -200 | 1 | 20 | -61 | x
O=Cc1cnc2ccccc2c1-c1ccccc1 | 0 | 10 | 20 | 21 | -2 | 5 | -3 | -3 | -8
CCOC(=O)CC1C(=O)NCCN1Cc1cccc(C(F)(F)F)c1 (stereo not given) | 2 | 1 | -10 | 19 | -1 | -6 | 2 | 1 | 10
COc1ccccc1C(=O)N1CCN=C1c1ccccc1 | -8 | -2 | -8 | -12 | 22 | -2 | -7 | 0 | -2
C=CCOc1ccc2c(c1)C(=NO)c1cc(OCC=C)ccc1-2 | 7 | -10 | -30 | 28 | 14 | 11 | -1 | 3 | 0
O=C(c1ccccc1NS(=O)(=O)c1ccccc1[N+](=O)[O-])N1CCCC1 | -12 | 3 | -7 | 4 | 7 | -1 | 11 | 1 | -13
CCC1CC(C(=O)Nc2ccccc2)C(=O)O1 (stereo not given) | 0 | -15 | 3 | 14 | 7 | -4 | 9 | 2 | 2
Cc1ccc(S(=O)(=O)NCCC(=O)NNC(=O)c2ccccc2Cl)cc1C | 1 | 0 | -15 | -6 | 16 | -4 | 8 | 2 | -6
O=C(CSc1ncnc2sc(-c3ccccc3)cc12)NC1CCS(=O)(=O)C1 (stereo not given) | 1 | 3 | -2 | 19 | -174 | 0 | 14 | 1 | 8
O=C(NCCCN1CCOCC1)c1ccc(CS(=O)(=O)Cc2ccccc2Cl)o1 | 5 | 8 | 0 | 1 | 17 | 4 | -8 | -1 | 5
Cc1ccc(S(=O)(=O)Nc2c(Cl)c(Cl)c(O)c3ccccc23)cc1 | 6 | 9 | 15 | 4 | x | x | x | x | 17
CCOC(=O)C1CCN(CCC(=O)Nc2cccc(C)c2)CC1 | -3 | -9 | 0 | 5 | 28 | 0 | 0 | 2 | -7
O=C(COc1coc(CN2CCN(c3ccccc3)CC2)cc1=O)Nc1cccc(F)c1 | 2 | 2 | -5 | 8 | 0 | -12 | 2 | 1 | 11
Nc1nc(SCC(=O)N2CCc3ccccc3C2)[nH]c(=O)c1-c1ccccc1 | -4 | -14 | 2 | 14 | 7 | -6 | 43 | -1 | -10

4 of the compounds above, field by field.
CC(=O)N1CCN(S(=O)(=O)c2cccc(C(=O)NNC(=O)COc3ccc(Cl)cc3C)c2)CC1
  SENP7 inh: -3 | Apaf1 inhib: -1 | SENP6 inh: 2 | NALP3 yeast inh: 18 | SENP8 block-1: 14 | HKDC1 inhibitor: 0 | PfG6PD inh: -16 | SENP1 FRET inh: 2 | SENP8 block-2: 2
CCNC(=O)COC(=O)c1cc(=O)[nH]c2ccccc12
  SENP7 inh: 0 | Apaf1 inhib: -14 | SENP6 inh: 6 | NALP3 yeast inh: 10 | SENP8 block-1: -158 | HKDC1 inhibitor: -5 | PfG6PD inh: -6 | SENP1 FRET inh: 2 | SENP8 block-2: 1
Cc1c(C(=O)OCC(=O)Nc2ccc(C(N)=O)cc2)cccc1[N+](=O)[O-]
  SENP7 inh: 17 | Apaf1 inhib: -11 | SENP6 inh: -11 | NALP3 yeast inh: 10 | SENP8 block-1: 15 | HKDC1 inhibitor: 0 | PfG6PD inh: -4 | SENP1 FRET inh: 4 | SENP8 block-2: -6
O=C(NNC(=S)Nc1ccc(Br)cc1)c1cccnc1
  SENP7 inh: 4 | Apaf1 inhib: -1 | SENP6 inh: -10 | NALP3 yeast inh: 53* | SENP8 block-1: 12 | HKDC1 inhibitor: -5 | PfG6PD inh: -17 | SENP1 FRET inh: 1 | SENP8 block-2: 0

New compounds follow:
SMILES | SENP7 inh | Apaf1 inhib | SENP6 inh | NALP3 yeast inh | SENP8 block-1 | HKDC1 inhibitor | PfG6PD inh | SENP1 FRET inh | SENP8 block-2
C=CCN1C(=O)C2C(C(=O)NCc3ccccc3)C3C=CC2(O3)C1C(=O)NC(C)(C)C (stereo not given) | 8 | -1 | -7 | 3 | 20 | -2 | -2 | 1 | 0
COc1ccc(Cl)cc1NC(=O)CN(C)C(=O)C1CC1 | 4 | 5 | 8 | 22 | 4 | -9 | 19 | 2 | -9
Cc1ccc(S(=O)(=O)NCC(=O)N(CC(=O)NCc2ccco2)Cc2ccco2)cc1 | -7 | 3 | -8 | -2 | 1 | -7 | 9 | -2 | 0
COc1cc(CCC(=O)NCc2ccc(F)cc2)cc(OC)c1OC | -8 | -5 | -12 | -16 | 18 | -3 | 8 | 3 | -5
Cc1ccc(CNC(=O)CSc2nc(=O)n3ccccc3n2)cc1 | 8 | 4 | -5 | 10 | -25 | 0 | -13 | 0 | 3
C=CCCCCCCCCc1nc(SCC(C)=O)n[nH]1 | 2 | 10 | 9 | 19 | 5 | 4 | 3 | 0 | -3
Fc1cccc(Nc2ncnc3[nH]ncc23)c1 | -1 | -8 | -13 | 10 | -17 | -10 | 16 | 1 | 1
COc1ccc(-c2nc(C#N)c(N3CCOCC3)o2)cc1OC | -10 | 1 | -14 | 5 | i | -3 | -9 | 0 | -14
CC(C)Nc1ccccc1 | -10 | -2 | -19 | 3 | 9 | -1 | -16 | -1 | -3
Cc1nc2c(-c3ccc(F)cc3)c(C)nn2c(C)c1CCC(=O)NCCN1CCOCC1 | -7 | 27 | -12 | -6 | -18 | -2 | -4 | 0 | -10
Cc1cc(C)n(CC(=O)NNC(=O)c2ccc(OC(F)(F)F)cc2)n1 | -5 | -6 | -8 | -4 | 11 | -7 | -11 | -1 | 3
O=C(COc1ccc(S(=O)(=O)NC2CCCCC2)cc1)N1CCN(c2cccc(Cl)c2)CC1 | -3 | 34 | -9 | 3 | 15 | 18 | 13 | 1 | -11
CC(=O)n1cc(/C=N/NC(=O)c2ccccc2O)c2ccccc21 | 12 | 4 | 13 | 17 | -275 | -7 | 13 | -2 | 1
COc1cccc(C(C)NC(=O)Nc2ccccc2Cl)c1 (stereo not given) | 17 | 3 | 17 | -6 | 14 | -5 | 7 | 1 | 3
Cc1cc(C)n(CC(=O)N2CCCC(N3CCN(Cc4ccc5c(c4)OCO5)CC3)C2)n1 (stereo not given) | -5 | -13 | -19 | 20 | 4 | -6 | 2 | 0 | 3
O=C(CCl)Nc1cccc(S(=O)(=O)NC2=NCCCCC2)c1 | -3 | 3 | 13 | -13 | 1 | 1 | -4 | 0 | 7
CC(=O)Nc1cccc(/C(C)=N/NS(=O)(=O)c2ccccc2)c1 | -7 | -4 | 4 | 11 | 18 | 9 | -22 | 2 | -3
Cc1cc(NC(=O)c2ccc3c(c2)OCCO3)no1 | 32 | -7 | 43 | 11 | 19 | 1 | -5 | -1 | 5
CCn1c(COc2ccccc2)nnc1SCc1ccc(C#N)cc1 | 2 | 7 | -11 | 30 | 21 | 2 | 14 | 0 | -5
CN(CCO)c1nc(N)c2c(N)nc3c(c2c1C#N)CC(=O)N3C1CCCC1 | 96* | 98* | 91* | 4 | x | x | x | x | 96*
Fc1ccccc1OCCCCN1CCCCC1 | -1 | -8 | -11 | 17 | 10 | -1 | -3 | -2 | -8
COc1ccc(/C=C(\C#N)C(=O)NCc2ccccc2)cc1O | 1 | 0 | -7 | 12 | -45 | 7 | -8 | 2 | 7
O=C(c1ccc(Cl)cc1)c1ccc(Oc2cc(NN3CCCCC3)c([N+](=O)[O-])cc2[N+](=O)[O-])cc1 | 15 | 15 | -28 | 20 | 39 | 4 | 1 | 4 | -8
CCOC(=O)C1CCCN(C(=O)CCc2nc3sc4c(c3c(=O)[nH]2)CCCC4)C1 (stereo not given) | 0 | -2 | -6 | -3 | 6 | -4 | 8 | 0 | 0
CCc1ccc(-c2cc(C(=O)N/N=C/c3c[nH]c4ccccc34)[nH]n2)cc1 | 7 | -5 | 13 | -3 | -162 | -3 | 17 | -2 | -5
CCN(CC)CC1C(=O)N(c2ccc(OC)cc2)C1c1ccccc1 (stereo not given) | 1 | 8 | 11 | -3 | 17 | -4 | -2 | 1 | -3
Cc1onc(-c2c(Cl)cccc2Cl)c1C(=O)Nc1ccc2c(c1)OCCO2 | 2 | 5 | 1 | -3 | 7 | -2 | 1 | 0 | 1
CSc1cccc(NC(=O)CCCOc2ccc(Cl)cc2C)c1 | 6 | 19 | -12 | 15 | 24 | -4 | 8 | 0 | -9
CCCCNC(=O)COC(=O)CCC(=O)c1ccc(Cl)cc1 | 14 | -3 | 1 | 2 | 16 | -3 | -6 | -1 | 0
N#Cc1ccc(OCC(=O)NC2=NCCS2)cc1 | -5 | -2 | -1 | 10 | 9 | -3 | -1 | -3 | -10
Cc1ccc(-c2nnc(SCC(=O)N/N=C/c3c(C)nn(-c4ccccc4)c3C)n2-c2ccc(C)cc2)cc1 | 9 | 24 | 5 | 1 | 26 | -2 | -8 | 0 | -3
Cc1ccc(C)n1-c1ccc(N2CCOCC2)c(Br)c1 | -1 | -9 | 15 | -6 | 25 | -2 | 9 | 2 | 4
CCOP(=O)(c1ccccc1)c1nc(-c2ccc(F)cc2)oc1N1CCCCC1 (stereo not given) | 14 | 20 | -5 | 11 | -413 | -6 | -2 | 1 | -7
CCOC(=O)CC1(NC(=O)c2cc(COc3cncc(Cl)c3)on2)CCCCC1 | 6 | 14 | -17 | 1 | 5 | -7 | 6 | -1 | -3
Cc1cccc(C(=O)OCC(=O)Nc2nnc(-c3ccccc3)o2)c1O | -4 | -8 | 1 | 15 | -14 | -6 | -4 | 1 | 9
CC1(C)CC(=O)C2=C(C1)N(CC1CCCO1)C(=O)NC2(C(F)(F)F)C(F)(F)F (stereo not given) | -2 | -6 | -43 | 13 | 24 | -10 | 4 | 3 | 6
COc1ccc(OCC(O)CN2CCc3ccccc3C2)cc1 (stereo not given) | 3 | -2 | 10 | 16 | 10 | -4 | 6 | 0 | 6

Retrieved one by one from the list above, 2 records:
SMILES | SENP7 inh | Apaf1 inhib | SENP6 inh | NALP3 yeast inh | SENP8 block-1 | HKDC1 inhibitor | PfG6PD inh | SENP1 FRET inh | SENP8 block-2
Cc1ccc(C)n1-c1ccc(N2CCOCC2)c(Br)c1 | -1 | -9 | 15 | -6 | 25 | -2 | 9 | 2 | 4
O=C(c1ccc(Cl)cc1)c1ccc(Oc2cc(NN3CCCCC3)c([N+](=O)[O-])cc2[N+](=O)[O-])cc1 | 15 | 15 | -28 | 20 | 39 | 4 | 1 | 4 | -8

Assay outcomes (PubChem)
